Screening data: PubChem, National Center for Advancing Translational Sciences (NCATS)
IMPase cell inh – qHTS Assay for Identifying the Cell-Membrane Permeable IMPase Inhibitors. Inositol monophosphatase 1 (Rattus norvegicus), P97697. CHO-M1 cells, IP1 accumulation, HTRF TR-FRET ratio. inhibition (IP1 accumulation), % at 46.1 µM. 120,000 tested, under 10 active. AID 901, 2007; active means well fitted curve in the direction sought with a large enough effect in the signal ratio, not every such curve was filed as active; inconclusive means small, poorly fitted or top-dose-only effect, or a change in a side signal; inactive means no such curve, though single readings can be large or run the other way; the % refers to the signal ratio;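 further: cells stimulated with carbachol in lithium chloride buffer; plate controls were DMSO basal wells for no effect and reference inhibitor wells for full effect; higher means more IMPase inhibition seen as more IP1 and lower FRET ratio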
Target sequence (P97697 whole entry, looked up): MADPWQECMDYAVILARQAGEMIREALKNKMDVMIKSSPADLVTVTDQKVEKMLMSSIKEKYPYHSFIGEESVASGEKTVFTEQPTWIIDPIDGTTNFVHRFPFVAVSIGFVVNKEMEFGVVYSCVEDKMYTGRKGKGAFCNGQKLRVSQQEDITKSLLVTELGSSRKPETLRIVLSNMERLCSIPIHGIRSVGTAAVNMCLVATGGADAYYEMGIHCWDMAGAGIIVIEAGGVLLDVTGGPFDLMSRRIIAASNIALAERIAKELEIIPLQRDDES
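Seeded CHO-M1 cells were dosed with compound at up to 46 uM, stimulated with carbachol for 30 min, then lysed in IP-One detection reagents. Higher IP1 lowers the TR-FRET signal.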
PNC inhibitor – High Content Assay for Compounds that inhibit the Assembly of the Perinucleolar Compartment; PC3M PTB-GFP, PNC prevalence imaging, 16 h; hits give low values; activity change (PNC), negative = inhibition, % at 10 µM; hit rate 3.1% among 140,000; AID 2417, 2010;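 active means readout at or below -70, meaning at least 70% loss of cells showing the perinucleolar compartment, a nuclear body marking cancer cells; inconclusive means readout between -30 and a set limit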;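 further: plate controls were DMSO wells for no effect and camptothecin positive control wells for full effect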
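PC3M cells stably expressing PTB-GFP, 750–1000 cells/well, treated 16 h at 37 °C with compound (23 nl of library stock), in duplicate. After paraformaldehyde fixation and Hoechst stain, imaged at 20x; PNC prevalence scored by image analysis.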
ALOX12 inhib – qHTS Assay for Inhibitors of 12-hLO (12-human lipoxygenase); AID 1452, 2008; purified 12-hLO, xylenol orange hydroperoxide absorbance; hit rate 0.12% among 150,000; Potency, µM (titrated, usually from 57.1 µM), inactives show at the highest dose activity change, negative = inhibition, usual class: inhibitors; further: potency means the concentration at half of the fitted maximal effect; nearly all actives have a fitted effect of over 55% in size; many of its hits are not listed in these tables
Target sequence (P18054 whole entry, looked up): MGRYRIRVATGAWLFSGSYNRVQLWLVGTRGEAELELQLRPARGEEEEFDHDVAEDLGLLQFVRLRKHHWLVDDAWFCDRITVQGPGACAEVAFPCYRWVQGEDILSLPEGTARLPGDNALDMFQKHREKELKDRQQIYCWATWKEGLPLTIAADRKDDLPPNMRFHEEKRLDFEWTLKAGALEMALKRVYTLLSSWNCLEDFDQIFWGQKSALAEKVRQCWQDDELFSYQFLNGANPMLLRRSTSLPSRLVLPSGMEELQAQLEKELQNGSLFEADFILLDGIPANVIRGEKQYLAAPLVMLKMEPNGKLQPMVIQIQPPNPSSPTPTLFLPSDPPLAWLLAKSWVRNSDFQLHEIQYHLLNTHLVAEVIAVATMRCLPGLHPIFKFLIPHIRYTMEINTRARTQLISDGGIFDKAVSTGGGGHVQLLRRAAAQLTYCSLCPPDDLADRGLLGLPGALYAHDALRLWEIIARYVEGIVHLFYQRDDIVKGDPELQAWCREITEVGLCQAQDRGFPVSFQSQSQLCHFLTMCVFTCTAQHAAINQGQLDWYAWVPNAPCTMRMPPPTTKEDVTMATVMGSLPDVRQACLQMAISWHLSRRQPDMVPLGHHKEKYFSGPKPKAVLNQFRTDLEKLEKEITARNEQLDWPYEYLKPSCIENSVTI
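Purified human 12hLO (150 nM final) was preincubated with compounds for 15 min at room temperature in 25 mM Hepes pH 7.0, 0.01% Triton X-100, then reacted with 40 uM arachidonic acid for 30 min. Hydroperoxide was detected with ferrous iron/xylenol orange.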
15-hLO-2 inh – qHTS Assay for Inhibitors of 15-hLO-2 (15-human lipoxygenase 2); Potency, µM (doses to about 57.1 µM), without a hit: at the top dose activity change, negative = inhibition, most hits filed as inhibitors; hit rate 0.56% among 110,000; purified 15hLO-2, xylenol orange hydroperoxide absorbance; Polyunsaturated fatty acid lipoxygenase ALOX15B (Homo sapiens), O15296; further: potency means the concentration at half of the fitted maximal effect; nearly all actives have a fitted effect of over 60% in size; many of its hits are not listed in these tables
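Enzyme 50 nM, AA 45 uM, 25 mM Hepes pH 7.5 + 0.01% Triton X-100; cpd preinc 15 min RT, rxn 90 min RT; stop/detect with 200 uM XO + 300 uM Fe(II) in 50 mM H2SO4, 30 min; A573/A405.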
Starred values were filed as active, the others as inactive; u = inconclusive; x = not tested or not shown; [ ] = dose if it differs, or a comment. Unless noted, the call rests on the fitted dose curve; in most records, active means well fitted curve in the direction sought with a large enough effect; inconclusive means small, poorly fitted or top-dose-only effect, or another doubt; inactive means no such curve, though single readings can be large; an effect the other way counts as inactive or inconclusive. Unless noted, on the % scale 0 is the no-effect control and ±100 the full control effect. These rows are one share of the data, so the mix of outcomes need not match the whole.

Preview, 2 compounds:
nr	SMILES	PNC inhibitor	ALOX12 inhib	IMPase cell inh	15-hLO-2 inh
1	O=C(NNc1cc(N2CCOCC2)nc(N2CCOCC2)n1)c1ccc(Cl)c(Cl)c1	-17	-2%	x	x
2	CC(C)Oc1ccccc1C1CC(=O)Nc2cc3c(cc21)OCCO3 (configuration not stated)	-97*	-11%	6	-7%

Main list, repeating the preview:
nr	SMILES	PNC inhibitor	ALOX12 inhib	IMPase cell inh	15-hLO-2 inh
1	O=C(NNc1cc(N2CCOCC2)nc(N2CCOCC2)n1)c1ccc(Cl)c(Cl)c1	-17	-2%	x	x
2	CC(C)Oc1ccccc1C1CC(=O)Nc2cc3c(cc21)OCCO3 (configuration not stated)	-97*	-11%	6	-7%
3	CC(C)NC(=S)Nc1cccc2cnccc12	35	-2%	x	x
4	CC(=O)NC(CC(C)C)C(=O)NC(Cc1ccccc1)C(N)=O (configuration not stated)	u	-3%	0	-5%
5	CC1Cn2c(COc3ccccc3)nnc2S1 (configuration not stated)	29	4%	-11	x
6	CN1/C(=C\C(=O)Nc2ccc(Cl)cc2)C(C)(C)c2ccccc21	u	-7%	7	x
7	O=C(NCc1cn2ccccc2n1)c1ccccc1	14	0%	-2	-4%
8	O=[N+]([O-])c1cc(C(F)(F)F)c(Cl)cc1N1CCN(CCO)CC1	-3	-2%	1	x
9	CCC(=O)c1cn(CC(=O)OC)c2ccccc12	16	-5%	0	-6%
10	Cc1cc(C)n(-c2ccc(C(=O)Nc3ccc(S(=O)(=O)NCc4ccco4)cc3)cc2)n1	u	-2%	10	4%
11	O=C(CN1C(=O)C2CCCN2c2ncc(Cl)cc21)NCc1ccc2c(c1)OCO2 (configuration not stated)	u	-19%	3	-17%
12	CCCNC1CCS(=O)(=O)C1 (configuration not stated)	-14	-2%	2	-1%
13	O=c1c2cnn(-c3ccc(F)cc3)c2ncn1Cc1ccccc1	264	8%	1	x
14	O=C(N/N=C/c1ccccc1)c1sccc1OCc1ccc(F)cc1	-12	-14%	1	-7%
15	O=C(CC1COc2ccccc2O1)Nc1ccccn1 (configuration not stated)	-10	5%	-8	-2%
16	CCn1c(SCc2c(Cl)cccc2Cl)nnc1-c1nn(-c2ccccc2)ccc1=O	-18	11%	4	7%
17	CC(C)(C)C(=O)Cn1ncc(N2CCCC2)c(Br)c1=O	39	-1%	2	13%
18	CC(/C=N/NC(=O)c1cc(-c2cccs2)[nH]n1)=C\c1ccccc1	-8	0%	-1	x
19	O=C(C1CCCCC1)N1CCN(C(=O)C2CCCCC2)CC1	u	-8%	u	-7%
20	O=C(O)[C@@H]1CCCN1Cc1cc2ccccc2c2ccccc12	x	3%[11.4 µM]	x	-6%[11.4 µM]
21	CCCOc1ccc(N)cc1N	-128*	-10%	27	u
22	CCOC(=O)CNC(=O)CSc1nc(NCc2ccccc2)nc(N(C)C)n1	u	4%	1	8%
23	Cc1ccc(N/N=C2\COC(C)(C)CC2=O)cc1	-25	0%	3	x
24	Cc1nnc(NC(=O)Cc2ccc(OCc3c(C)noc3C)cc2)s1	10	-4%	3	2%
25	Cc1ccccc1CNC(=O)c1ccccc1	u	1%	-9	-9%
26	CCOC(=O)C1=C(O)C(=O)N(Cc2ccccc2)C1	x	u	16	u
27	COC(=O)COc1cccc(NC(=O)c2ccc(C)cc2)c1	71	3%	-20	3%
28	CCn1c(SCC(=O)Nc2ccc(S(N)(=O)=O)cc2)nnc1-c1ccccc1OC	67	4%	-8	2%
29	CCOc1cc(CNc2ccc3c(c2)OCCO3)cc(Br)c1OC	u	-4%	10	-3%
30	O=C(CSc1nnc(-c2ccccc2Br)o1)Nc1cccc2ccccc12	33	-2%	9	-4%
31	CCOC(=O)c1sc(N)c(C#N)c1CSc1nc2ccc(OCC)cc2[nH]1	11	-12%	-1	9%
32	Fc1ccc(N2CCN(c3nc(-c4ccco4)cc(C(F)(F)F)n3)CC2)cc1	23	-5%	-5	1%
33	CC(=O)NNC(=O)N1Cc2ccccc2Oc2ccc(Cl)cc21	x	-5%	-2	20%
34	O=C(CN1CCCN(S(=O)(=O)c2ccc(F)cc2)CC1)Nc1ccccc1Br	-2	-6%	24	x
35	O=c1cc(N2CCCCC2)nc2n1CCCS2	-19	-3%	7	-10%
36	Cc1ccc(NS(=O)(=O)c2ccc(CCC(=O)N3CCOCC3)cc2)cc1	u	-5%	7	2%
37	CCN(CC)CCn1cnc2c([nH]c3cccc(OC)c32)c1=O	30	3%	-11[1.84 µM]	6%[11.4 µM]
38	O=C(/C=C/c1cccc([N+](=O)[O-])c1)NCCSCc1ccco1	-113*	-2%	x	x
39	O=c1[nH]c(/C(Cl)=C/c2cc(Cl)ccc2O)nc2cc(Cl)ccc12	8	-10%	x	x
40	Cc1cc(C)n(-c2nncc(-c3ccccc3)n2)n1	0	-4%	u	3%
41	O=S(=O)(c1cccc2cccnc12)n1cnc2ccccc21	15	-7%	u	-4%
42	CCOc1ccc(NC(=S)Nc2ccc(C)c([N+](=O)[O-])c2)cc1	u	-7%	6	-22%
43	CCc1c(C)c2ccc(OCC(=O)OC)cc2oc1=O	80	-4%	3	0%
44	CCCC/C(C)=N/NC(=O)C(=O)NCCc1ccccc1	23	-5%	1	-5%
45	O=C1C(Cc2ccccc2)NC(=S)N1c1ccccc1 (configuration not stated)	-16	-7%	3	0%
46	CN(C)C(=O)CSc1nnc(-c2cccnc2)n1-c1ccccc1	26	7%	1	-2%
47	CC(=O)Nc1nn(C)c2nc3cc(C)ccc3cc12	-2	-2%	0	-14%
48	O=C1CCCN1CC(CN1CCOCC1)Sc1nc2ccccc2c(=O)n1-c1ccccc1 (configuration not stated)	11	-14%	5	-8%
49	COc1cc(/C=C2/SC(=S)NC2=O)ccc1OS(=O)(=O)c1ccc(C)cc1	26	u	12	x
50	CCCN1C(=O)c2cc(C(=O)NCc3cccs3)ccc2C1O (configuration not stated)	-13	2%	-1	-3%
51	Cc1cccc(C)c1NC(=O)COc1ccc2c(C)c(Cc3ccccc3)c(=O)oc2c1C	u	1%	x	x
52	COc1ccccc1C(C)NC(=O)c1ccc(C)o1 (configuration not stated)	35	2%	5	1%
53	CCCn1c(-c2ccc(F)cc2)nc2c(NC(C)CN(C)C)nc(C)nc21 (configuration not stated)	x	-2%	x	2%
54	O=C(Nc1cccnc1)c1cnn2cccnc12	-24	3%	8	-3%
55	CC(CCc1ccco1)NC(=O)Cn1ncc2c(=O)oc3ccccc3c21 (configuration not stated)	43	6%	-16	x
56	CC(C)=C1C2CC2C2C(C(=O)O)C12 (configuration not stated)	-22	1%	u	-2%
57	CC(/C=N/NC(=O)C(O)c1ccccc1)=C\c1ccccc1 (configuration not stated)	3	-4%	6	-1%
58	Cc1ccc(S(=O)(=O)N2CCC(C(=O)NCCN3CCCCCC3)CC2)cc1	-16	-2%	-1[1.84 µM]	-6%[11.4 µM]
59	CCNC(=O)COC(=O)CNC(=O)c1cc(Cl)cc([N+](=O)[O-])c1	u	-4%	x	x
60	Cc1cn(CC2COC(C)(C)O2)c(=O)[nH]c1=O (configuration not stated)	5	1%	-7	-12%

More records:
nr	SMILES	PNC inhibitor	ALOX12 inhib	IMPase cell inh	15-hLO-2 inh
61	Cc1ccc(O)c(N=Cc2cccs2)c1	u	-22%	x	x
62	O=c1[nH]nc(Cc2ccc(Cl)cc2Cl)c2ccccc12	-9	1%	5	-2%
63	N#CCCN(CCC#N)C(=O)c1ccc(Cl)cc1	18	1%	-5	4%
64	O=C(O)CCCCCN1C(=O)/C(=C/c2ccncc2)SC1=S	u	0%	x	x
65	COc1cc(NC(=O)CSCc2cnn(-c3ccccc3)c2-n2cccc2)cc(OC)c1	-5	0%	x	x
66	O=C(N/N=C/c1ccncc1)C1CC1C(=O)N/N=C/c1ccncc1 (configuration not stated)	-13	3%	x	x
67	CC(C)C(NS(=O)(=O)c1ccc2c(c1)oc(=O)n2C)C(=O)N1CCN(c2ccccc2F)CC1 (configuration not stated)	24	-1%	-1	4%
68	CCCNC(=O)Cn1cnc([N+](=O)[O-])n1	47	-1%	-2	x
69	CCC(Sc1nc2n[nH]c(C)c2c(=N)n1-c1cc(Cl)ccc1C)C(=O)N1CCOCC1 (configuration not stated)	u	-1%	3	x
70	CCOC(=O)N1CCC(NC(=O)C2CCN(S(=O)(=O)N3CCC(C)CC3)CC2)CC1	-29	-3%	u	15%
71	Cc1ccc(-c2nc(-c3ccccn3)no2)cc1	9	-6%	-1	0%
72	O=C(Cn1nnc2ccccc21)NC1CCCCC1	12	7%	7	2%

Marked active in PNC inhibitor, of those listed so far:
No.	compound	PNC inhibitor	ALOX12 inhib	15-hLO-2 inh
2	CC(C)Oc1ccccc1C1CC(=O)Nc2cc3c(cc21)OCCO3 (configuration not stated)	-97*	-11%	-7%
21	CCCOc1ccc(N)cc1N	-128*	-10%	u
38	O=C(/C=C/c1cccc([N+](=O)[O-])c1)NCCSCc1ccco1	-113*	-2%	x

(next part)
nr	SMILES	PNC inhibitor	ALOX12 inhib	IMPase cell inh	15-hLO-2 inh
73	CC(C)(C)c1ccc(C(=O)Nc2ccccc2NC(=O)c2ccco2)cc1	56	7%	9	x
74	O=C(COC(=O)c1cccc(Cl)c1)NCCN1C(=O)CSC1=O	53	1%	x	x
75	CCc1cccc(CC)c1NC(=O)COC(=O)CC1c2ccccc2CCN1S(=O)(=O)c1ccc(F)cc1 (configuration not stated)	29	-4%	x	x
76	Cc1ccc(C2=N/C(=C/c3cccs3)C(=O)N2Nc2ccccc2)cc1	40	-18%	8	-24%
77	O=C(NCC1CC1)[C@H]1C[C@@H]1[C@H](NP(=O)(c1ccccc1)c1ccccc1)c1ccccc1	x	-2%	x	3%
78	COc1ccc(CCNC(=O)c2c[nH]c3ccccc3c2=O)cc1OC	42	1%	-1	11%
79	O=C(COc1ccc(F)cc1)OCCN1CCOCC1	-10	7%	-9	4%
80	COC(=O)c1nnc(-c2ccccc2)c(-c2ccccc2)n1	17	-3%	-11	-2%
81	O=C1CC(c2ccccc2O)Oc2ccc(O)cc21 (configuration not stated)	x	-3%	3	-7%
82	CC(C)CCNC(=O)CN(CCCN1CCOCC1)C(=O)Cn1nnc(-c2ccc(F)cc2)n1	-24	3%	6	12%
83	CCOC(=O)C(=CN(CCc1ccccc1)CC(=O)OC)C(=O)OCC	63	-1%	x	x
84	COC(=O)c1c(NC(=O)CN2CCN(C(=O)c3ccco3)CC2)c2c(C)cccc2n1C	-27	-1%	1	1%
85	COC(=O)[C@@H](NC(=O)NC1CCCc2ccccc21)C(C)C (some centres not stated)	22	1%	u	-5%
86	O=C1NC(=O)C2(COC(c3cccnc3)OC2)S1 (configuration not stated)	-5	5%	x	x
87	COc1cccc(/C=N/NC(=O)c2csc(-n3nc(C)cc3C(F)(F)F)n2)c1	-90*	2%	8	-3%
88	COCCCNc1ncnc2sc3c(c12)CCC(C)C3 (configuration not stated)	-21	-2%	u	x
89	C[C@]1(C(=O)O)Cc2oncc2C[C@@H]1C(=O)O	u	-3%	x	x
90	Cc1ccc(NC(=O)COC(=O)/C=C/c2c(C)nn(-c3ccc(F)cc3)c2Cl)cc1F	2	-2%	x	x
91	CC1(C)CC(C(=O)Nc2nccs2)CCO1 (configuration not stated)	8	5%	-3	1%
92	C/C(=N\NC(=O)c1nn(C)c(C)c1Br)c1ccc(NC(=O)c2ccoc2C)cc1	-18	-7%	x	x

3 entries already listed, sorted by molecular weight, rising:
nr	SMILES	PNC inhibitor	ALOX12 inhib	IMPase cell inh	15-hLO-2 inh
89	C[C@]1(C(=O)O)Cc2oncc2C[C@@H]1C(=O)O	u	-3%	x	x
86	O=C1NC(=O)C2(COC(c3cccnc3)OC2)S1 (configuration not stated)	-5	5%	x	x
87	COc1cccc(/C=N/NC(=O)c2csc(-n3nc(C)cc3C(F)(F)F)n2)c1	-90*	2%	8	-3%
